A350 fluor: compounds fluorescent in Alexa 350 spectral region | Compound autofluorescence, 340/450 nm, Alexa 350 dye-equivalents; hits give high values | 59,000 tested, 11% active | max dye-equivalent concentration, M; in the data active = max dye-equivalent concentration above about 10 nM; inconclusive = mostly about 1.1 nM to 9.6 nM
Caspase-7 inhib: allosteric or competitive inhibitors of human caspase-7; P55210; recombinant caspase-7, Ac-DEVD-AFC fluorescence rate; Potency, µM (highest dose often 57.5 µM), for inactives: top-dose activity change, negative = inhibition, actives largely listed as inhibitors; 75,000 tested, 0.02% active; active = well fitted inhibition curve with a large enough effect in the main read-out, with a control signal flat, not every such curve was filed as active; inconclusive = small, poorly fitted or top-dose-only effect, or a change in a side signal; also: potency is read from the fitted curve at half-maximal effect; % of control where 0% means no effect
Fluorescein autfl: compound fluoresces in the fluorescein spectral region. max fluorescein-equivalent concentration, M. AID 593. Compound autofluorescence, 480/540 nm, fluorescein-equivalent; hits give high values. 59,000 tested, 0.91% active; in the data active = max fluorescein-equivalent concentration above about 10 nM; inconclusive = between about 1.1 nM and that limit
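Each compound is tested across a concentration series in 100 mM Tris buffer at pH 8.0. After 15 min at room temperature, plates are imaged with 480 nm excitation and 540 nm emission filters, and intensities are converted to fluorescein-equivalent values.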
BRCT inh red: disrupts BRCA1 BRCT binding to phosphoprotein, red fluorophore readout | Potency, µM (top dose mostly 76.9 µM), inactives show at the top dose activity change, negative = inhibition, most hits filed as inhibitors | BRCT-phosphopeptide binding, red fluorescence polarization | 75,000 tested, 0.03% active | P38398; also: % is scaled to controls: 0 for no effect and ±100 for the full control effect
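Fluorescence polarization: 100 nM His-tagged BRCA1 BRCT with 100 nM TAMRA-labelled phospho-BACH1 decapeptide, phosphate buffer pH 7.3 with 150 mM NaCl, DTT, 0.01% Tween 20; 12 min RT. Binding inhibition seen as FP decrease.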
Rhodamine autofl: compound fluoresces in the rhodamine spectral region; Rhodamine-region fluorescence, 547/598 nm, Tris buffer; hits give high values; max dye-equivalent concentration, M; 59,000 tested, 0.05% active; AID 594; in the data active = max dye-equivalent concentration above about 11 nM; inconclusive = between about 1.1 nM and that limit
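A six-point rhodamine series on each plate calibrates the signal. Compounds sit in 100 mM Tris (pH 8.0) for 15 min at ambient temperature before imaging through 547 nm/598 nm filters.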
Caspase-1 inhib: allosteric or competitive inhibitors of human caspase-1; AID 900; P29466; 75,000 tested, 0.03% active; Potency, µM (top dose mostly 57.5 µM), without a hit: at the highest dose activity change, negative = inhibition, most hits filed as inhibitors; Caspase-1 enzyme, Ac-WEHD-AFC fluorogenic rate;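 also: potency is read from the fitted curve at half-maximal effect; plate controls were vehicle for no effect and no substrate for full effect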
Target sequence (P29466 120-297 limits assumed): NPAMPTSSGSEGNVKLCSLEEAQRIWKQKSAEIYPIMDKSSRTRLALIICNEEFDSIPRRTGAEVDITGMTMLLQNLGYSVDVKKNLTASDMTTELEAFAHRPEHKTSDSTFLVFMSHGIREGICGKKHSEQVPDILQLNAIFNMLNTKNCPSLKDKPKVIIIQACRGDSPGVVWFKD
Target sequence (P29466 317-404 limits assumed): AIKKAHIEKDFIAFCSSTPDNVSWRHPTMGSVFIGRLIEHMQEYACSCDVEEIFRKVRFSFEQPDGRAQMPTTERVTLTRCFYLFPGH
HEK293 cAMP ctrl: raises cAMP in parental HEK293 cells, TSHR agonist counter-screen. parental HEK293 CNG cAMP sensor, membrane potential fluorescence. Potency, µM (highest dose often 57.1 µM), for the others: top-dose activation, usual class: activators. 73,000 tested, 2.5% active; also: potency is read from the fitted curve at half-maximal effect; % of control where 0% means no effect; nearly all actives have a fitted effect of over 55% in size
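Counterscreen for endogenous-receptor signalling: CNG-channel HEK 293 cells report cAMP rise by membrane depolarization. After 60 min dye equilibration with 100 uM RO 20-1724, compounds incubated 30 min before bottom-read fluorescence at 590 nm.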
Texas Red fluor: compounds fluorescent in Texas Red spectral region. 59,000 tested, 0.06% active. max dye-equivalent concentration, M. Compound fluorescence, Texas Red channel, 547/618 nm; hits give high values; in the data active = max dye-equivalent concentration above about 10 nM; inconclusive = between about 1.1 nM and that limit
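Compound titrations in 100 mM Tris pH 8.0 were incubated 15 min at room temperature and read at 547 nm excitation / 618 nm emission. Texas Red six-point standard curve on each plate converted fluorescence to dye-equivalent concentration.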
4-MU autofl: compound fluoresces in the 4-MU spectral region; compound autofluorescence, 340/450 nm, 4-MU equivalents; hits give high values; max dye-equivalent concentration, M; 59,000 tested, 11% active; in the data active = max dye-equivalent concentration above about 10 nM; inconclusive = mostly about 1.1 nM to 9.6 nM
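Intrinsic fluorescence at 340/450 nm (ex/em) was read after 15 min at room temperature in pH 8.0, 100 mM Tris. Each compound concentration expressed as 4-MU-equivalent concentration from a six-point 4-MU standard series on each plate.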
BRCT inh green: inhibitors of human BRCA1 BRCT-phosphoprotein interaction (green fluorophore); P38398; BRCA1 BRCT-phosphopeptide binding, green fluorescence polarization; Potency, µM (highest dose often 76.9 µM), inactives show top-dose activity change, negative = inhibition, usual class: inhibitors; 75,000 tested, 0.05% active;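 also: potency is read from the fitted curve at half-maximal effect; plate controls were peptide without protein for full effect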
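Fluorescence polarization: His-tagged BRCT (~35 kDa BRCA1 C-terminus, 250 nM) bound to 100 nM fluorescein-labeled phosphorylated 10-aa BACH1 peptide, pH 7.3 phosphate buffer with DTT and Tween 20. Compounds incubated 12 min at room temperature; inhibition read as lowered polarization.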
USP2a inh: blocks human ubiquitin-specific protease USP2a; O75604; USP2a enzymatic assay, qHTS inhibition; Potency, µM (titrated, usually from 38.3 µM), for inactives: top-dose activity change, negative = inhibition, hits mostly inhibitors; 60,000 tested, 0.1% active;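 also: potency is read from the fitted curve at half-maximal effect; nearly all actives have a fitted effect of over 60% in size; plate controls were DMSO for no effect and NEM full inhibition control for full effect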
Target sequence (O75604 whole entry, looked up): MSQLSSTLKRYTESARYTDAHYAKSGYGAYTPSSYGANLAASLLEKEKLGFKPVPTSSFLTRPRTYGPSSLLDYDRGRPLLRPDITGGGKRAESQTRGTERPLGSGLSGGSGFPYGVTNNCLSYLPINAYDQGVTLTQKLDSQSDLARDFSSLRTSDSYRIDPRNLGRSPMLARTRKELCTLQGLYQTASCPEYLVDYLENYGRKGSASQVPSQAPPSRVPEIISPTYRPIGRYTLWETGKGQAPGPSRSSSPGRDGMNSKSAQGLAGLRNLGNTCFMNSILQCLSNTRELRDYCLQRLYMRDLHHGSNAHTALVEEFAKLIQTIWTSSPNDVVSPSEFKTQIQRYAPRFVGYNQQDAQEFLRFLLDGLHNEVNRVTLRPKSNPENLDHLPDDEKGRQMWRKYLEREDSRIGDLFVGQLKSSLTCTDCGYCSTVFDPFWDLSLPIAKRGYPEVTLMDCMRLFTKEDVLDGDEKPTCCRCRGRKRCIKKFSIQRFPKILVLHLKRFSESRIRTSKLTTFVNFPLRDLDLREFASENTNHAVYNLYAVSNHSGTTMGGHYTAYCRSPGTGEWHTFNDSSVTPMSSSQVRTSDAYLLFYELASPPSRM
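Inhibition is measured in a cell-free coupled assay with 20 nM USP2 core, 20 nM Ub-PLA2 and 20 uM NBD C6-HPC, 2.5 h incubation. Activity normalized to NEM control.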
Numbers without * were called inactive; i = inactive; ? = inconclusive; · = not tested or not shown; [ ] = dose if it differs, or a comment. Unless noted, calls follow the shape of the dose curve; as a rule, active = well fitted curve in the direction sought with a large enough effect; inconclusive = small, poorly fitted or top-dose-only effect, or another doubt; inactive = no such curve, though single readings can be large; an effect the other way counts as inactive or inconclusive. A portion of the library, so the mix of outcomes need not match the whole.

SMILES | A350 fluor | Caspase-7 inhib | Fluorescein autfl | BRCT inh red | Rhodamine autofl | Caspase-1 inhib | HEK293 cAMP ctrl | Texas Red fluor | 4-MU autofl | BRCT inh green | USP2a inh
O=C(Nc1ccc2c(c1)OCO2)C1CCN(S(=O)(=O)c2cccc3cccnc23)CC1 | i | 0% | ? | -0.1% | i | 0% | 2% | i | i | -3.0% | 33%[activator]
COC(=O)[C@H]1C[C@@H]1[C@H](NC(=O)c1cnccn1)c1ccccc1 | · | 0% | · | -0.3% | · | 0% | 10% | · | · | -1.8% | ·
COCCCNC(=O)C1CCN(S(=O)(=O)c2c(C)noc2/C=C\c2ccc(OC)cc2)CC1 | 1.5e-07M* | -1% | i | -0.4% | i | -1% | 7% | ? | 8.7e-08M* | -2.1% | -6%
CCOc1ccccc1N1CCN(Cc2cccc(OC)c2O)CC1 | i | 1% | i | -0.2% | i | -3% | ? | i | i | -1.7% | -2%
CC[C@H](NC(C)C)[C@H](O)c1ccc(O)c(O)c1 | i | -1%[25.7 µM] | ? | -1.1%[34.4 µM] | i | -3%[25.7 µM] | 0.25µM* | ? | i | -4.3%[34.4 µM] | -6%[17.1 µM]
CC(=O)c1ccc(-n2nncc2C)cc1 | i | -1% | i | -1.2% | i | 2% | ? | i | i | -1.5% | 1%
COC(=O)Cn1cnc2sc(C)c(S(=O)(=O)N3CCC(C)CC3)c2c1=O | ? | 2% | i | -0.7% | i | 0% | 5% | i | i | 0.5% | 5%
CCOC(=O)c1ccc(NCn2c(=O)oc3ccccc32)cc1 | · | -5% | · | 4.8% | · | -2% | 1% | · | · | 40%[activator] | -3%
CCOc1ccc(S(=O)(=O)Nc2ccccc2C(=O)NCc2ccco2)cc1 | ? | -2% | ? | 0.1% | i | -2% | 18% | i | ? | 1.2% | 6%
O=C(COC(=O)C1=COCCO1)NCCCc1ccccc1 | i | 1% | i | -1.1% | i | 1% | 1% | i | i | -1.0% | 5%
Nc1nn(S(=O)(=O)c2cccc3nsnc23)cc1-c1ccc(Br)cc1 | i | -2% | ? | -0.3% | i | -3% | -18% | i | i | -0.8% | 42%[activator]
CC[N+](C)(CC)CCN1C(=O)c2ccccc2S1(=O)=O | i | -5%[11.5 µM] | ? | 0.6%[15.4 µM] | i | 2%[11.5 µM] | -3%[11.4 µM] | i | i | -2.1%[15.4 µM] | ·
COC(=O)c1ccc(OCC(O)Cn2nnc3ccccc32)cc1 (stereo unspecified) | i | 0% | i | 0.4% | i | 0% | 0% | i | i | -2.0% | 10%
COc1ccc(C)cc1S(=O)(=O)Nc1cccc(Cl)c1 | ? | -3% | i | -2.0% | i | -2% | -3% | i | i | -0.1% | 4%
O=C(Cn1cc2c(n1)CCCC2)NCCCN1CCN(c2ccccc2F)CC1 | · | -1% | · | -0.2% | · | -8% | 9% | · | · | -2.7% | ·
CCOc1ccc(-n2c(SCC)nc3c(c2=O)SCC3)cc1 | ? | 0% | i | -1.0% | i | 1% | ? | i | ? | 0.8% | 5%
CCOC(=O)c1ccc(CNC(=O)Cn2nnc(-c3ccc(C)cc3)n2)o1 | i | -1% | i | 0.9% | i | -1% | 13% | i | i | -1.2% | 9%
CC(=O)N1CCN(Cc2nc3cc(NC(=O)C4CCCCC4)ccc3n2C)CC1 | i | -1% | ? | -0.4% | i | 0% | 1% | i | i | -2.0% | 2%
COc1ccc(/C=N/n2cnnc2SCCO)cc1OC | · | -2% | · | -8.2% | · | -3% | -8% | · | · | -0.8% | ·
O=C(CSc1nncs1)NCc1ccc2c(c1)OCO2 | i | -5% | i | 1.0% | i | 1% | 4% | i | i | 0.4% | 8%
Nc1c2ccccc2nc2c(O)cccc12 | i | 0%[25.7 µM] | ? | -1.6%[34.4 µM] | i | 1%[25.7 µM] | -7%[25.6 µM] | i | i | -0.7%[34.4 µM] | 11%[17.1 µM]
COCC(=O)Nc1ccc(C)c(Cl)c1 | i | -1% | ? | 0.2% | i | -1% | 10% | i | i | -1.0% | -4%
Cc1ccc(S(=O)(=O)NC(CN2CCOCC2)=NCCNS(=O)(=O)c2ccccc2)cc1 | i | -2% | i | 0.5% | i | 0% | -1% | i | i | 0.2% | 3%
Cc1cccc(-n2ncc(C#N)c2N)c1 | i | -1% | i | 0.9% | i | 2% | -1% | i | i | -1.9% | 2%
COc1cc(OC)cc(-c2nc(N)n[nH]2)c1 | i | 1% | i | 0.0% | i | 1% | 0% | ? | i | 0.3% | -6%
O=C(c1cnc2sccn2c1=O)N1CCCc2ccccc21 | · | 0% | · | -0.6% | · | -3% | 1% | · | · | -3.8% | ·
COc1ccc(CNc2ncnc3ccc(-c4ccc(C(=O)N(C)C)cc4)cc23)c(OC)c1 | i | -6% | i | 0.5% | i | -5% | 27% | i | i | -1.4% | 234%[activator]
Cc1cccc(OCCC(=O)Nc2c(C)n(C)n(-c3ccccc3)c2=O)c1 | i | 1% | i | -0.6% | i | 3% | 13% | i | i | -3.2% | -3%
Cc1onc(-c2c(F)cccc2Cl)c1C(=O)Nc1c(C)n(C)n(-c2ccccc2)c1=O | · | -1% | · | 0.2% | · | -2% | 8% | · | · | -1.4% | ·
COC(=O)C1=C(C)n2cnnc2NC1c1ccc(Cl)cc1 (stereo unspecified) | · | 1% | · | -2.8% | · | -3% | -2% | · | · | -2.4% | ·
CN(C)C(=O)c1ccc(-c2ccc3ncnc(Nc4ccccc4)c3c2)cc1 | ? | -2% | i | 2.5% | i | -3% | 0% | i | ? | 1.2% | 281%[activator]
CCOc1ccc(-n2c(Cc3ccccc3)nnc2SCc2c(C)noc2C)cc1 | i | -1% | ? | -1.3% | i | -1% | 28% | i | i | -3.8% | 4%
CCOC(=O)N1CCN(C2=CC(=O)OC23CCCCC3)CC1 | i | 0% | i | 0.7% | i | 2% | 3% | i | i | -2.9% | 18%
COC(=O)C1=C(C)NC(C)=C(C(=O)OC)C1C(=O)OCCN1C(=O)c2ccccc2C1=O | ? | 0% | ? | 1.4% | i | -1% | -1% | i | ? | -1.9% | 1%
Brc1ccc(-c2nnc(-c3ccccc3Br)o2)cc1 | · | -1% | · | 0.1% | · | -1% | ? | · | · | -0.2% | -6%
CCCCCCC(=O)NCC(=O)OCC(=O)c1ccccc1 | i | -1% | i | 0.5% | i | 1% | 14% | ? | i | -1.7% | 6%
Cn1cccc1Cc1nnc(SCC(N)=O)n1CCc1ccccc1 | · | 0% | · | 1.0% | · | -1% | 3% | · | · | -1.5% | ·
CCc1nc(C)c(C#N)c2cc(OC)c(OC)cc12 | · | 1% | · | -0.8% | · | 0% | 4% | · | · | -1.0% | 4%
O=C(c1cc(C(F)(F)F)cc(C(F)(F)F)c1)N1CCC2(CC1)CN(Cc1ccccc1)C2 | i | 2% | i | -0.2% | i | 0% | -6% | i | i | -1.9% | 62%[activator]
Nc1cc(OC(=O)c2ccco2)nn1S(=O)(=O)c1ccc(F)cc1 | i | 0% | i | -1.6% | i | 0% | 3% | i | i | -3.2% | -2%

Overlap with the part before: four entries, then new ones.
SMILES | A350 fluor | Caspase-7 inhib | Fluorescein autfl | BRCT inh red | Rhodamine autofl | Caspase-1 inhib | HEK293 cAMP ctrl | Texas Red fluor | 4-MU autofl | BRCT inh green | USP2a inh
Cn1cccc1Cc1nnc(SCC(N)=O)n1CCc1ccccc1 | · | 0% | · | 1.0% | · | -1% | 3% | · | · | -1.5% | ·
CCc1nc(C)c(C#N)c2cc(OC)c(OC)cc12 | · | 1% | · | -0.8% | · | 0% | 4% | · | · | -1.0% | 4%
O=C(c1cc(C(F)(F)F)cc(C(F)(F)F)c1)N1CCC2(CC1)CN(Cc1ccccc1)C2 | i | 2% | i | -0.2% | i | 0% | -6% | i | i | -1.9% | 62%[activator]
Nc1cc(OC(=O)c2ccco2)nn1S(=O)(=O)c1ccc(F)cc1 | i | 0% | i | -1.6% | i | 0% | 3% | i | i | -3.2% | -2%
COc1ccccc1C1/C(=C(/O)c2cnn(-c3ccccc3)c2C)C(=O)C(=O)N1CCN(C)C (stereo unspecified) | i | · | i | · | i | · | · | i | i | · | ·
CC(=O)c1c(C)cc(C)c(CSc2nc(C)cc(=O)[nH]2)c1C | · | -4% | · | -2.2% | · | -3% | 21%[11.4 µM] | · | · | 0.6% | 17%[7.66 µM]
CN(Cc1nc(-c2cccnc2)no1)S(=O)(=O)c1ccc(Br)cc1 | i | 0% | i | -1.9% | i | 1% | 13% | i | i | 0.1% | 1%
COc1ccc(-n2c(Cc3cccn3C)nnc2SCC(=O)NCC2CCCO2)cc1 (stereo unspecified) | · | 0% | · | 0.2% | · | -3% | 0% | · | · | -3.4% | ·
O=C(NCC1CCCO1)c1cccc(Br)c1 (stereo unspecified) | i | 0% | ? | 0.5% | i | 0% | -1% | i | i | -0.9% | 4%
Cc1ccc(-c2nnc(SCC(=O)Nc3nc4c(s3)CCCC4)n2C)cc1 | i | -1% | i | 1.1% | i | -1% | 19% | i | i | -1.0% | 0%
C=C(C)c1cccc(C(C)(C)NC(=O)NCC2COCCO2)c1 (stereo unspecified) | · | 2% | · | -2.2% | · | -1% | 8% | · | · | -1.9% | ·
O=C(Nc1cccc(C(F)(F)F)c1)C1CCCN1S(=O)(=O)c1cccc2cccnc12 (stereo unspecified) | i | -2% | ? | -0.7% | i | -2% | ? | i | i | -2.6% | 28%
